High-throughput results (PubChem BioAssay)
GLS inh = glutaminase GLS (human) inhibition. 410,000 tested, 0.21% active. AID 624170. O94925. Potency, µM (highest dose often 45.5 µM), for inactives: top-dose activity change, negative = inhibition, usual class: inhibitors. GLS enzymatic activity, qHTS titration; further: potency means the concentration at half of the fitted maximal effect; on the % scale 0 is the no-effect control and ±100 the full control effect
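hKGA in 45 mM KH2PO4 (pH 8.2), 0.02% Tween-20 with compound, then 1mM L-Glutamine (stock as added) plus glutamate oxidase/HRP/Amplex red coupling mix. Fluorescence read initially and after 30 min at RT; signal change reflects glutamate formation.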
BAZ2B block = blocks human BAZ2B; Q9UIF8; AlphaScreen BAZ2B-H3K14Ac peptide displacement; Potency, µM (doses to about 114 µM), without a hit: top-dose activity change, negative = inhibition, hits mostly inhibitors; 360,000 tested, 4.4% active; AID 504333; further: potency means the concentration at half of the fitted maximal effect; on the % scale 0 is the no-effect control and ±100 the full control effect; nearly all actives have a fitted effect of over 60% in size
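In this displacement format the biotinylated H3(5-23) peptide acetylated at Lys14 serves as ligand at 50 nM, with BAZ2B at 50 nM in PBS pH 7.4 containing 0.01% Tween-20. Donor and acceptor beads are 10 ug/mL final.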
G9a block = inhibitors of human histone lysine methyltransferase G9a; Q96KQ7; G9a H3K9 monomethylation, AlphaScreen, 2 h; Potency, µM (top dose mostly 102 µM), for inactives: at the top dose activity, negative = inhibition, usual class: inhibitors; 350,000 tested, 8.8% active; AID 504332; further: potency means the concentration at half of the fitted maximal effect; on the % scale 0 is the no-effect control and ±100 the full control effect; nearly all actives have a fitted effect of over 75% in size
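Signal arises when biotinylated H3K9 peptide, once monomethylated, bridges streptavidin donor and antibody-captured acceptor beads. Enzyme at 20 nM was preincubated 15 min with test compounds; peptide 500 nM and SAM 20 uM then reacted for 2 h.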
JMJD2A Tudor = inhibitors of human JMJD2A Tudor domain. O75164. AlphaScreen JMJD2A-Tudor / H3K4me3 peptide binding. Potency, µM (highest dose often 114 µM), without a hit: at the top dose activity change, negative = inhibition, usual class: inhibitors. 390,000 tested, 4.4% active; further: potency means the concentration at half of the fitted maximal effect; on the % scale 0 is the no-effect control and ±100 the full control effect; nearly all actives have a fitted effect of over 50% in size
PGK inhibitor = T. brucei PGK inhibition; PGK/GAPDH coupled, Kinase-Glo luminescence, 60 min; Potency, µM (top dose mostly 57.5 µM), without a hit: at the highest dose activity change, negative = inhibition, usual class: inhibitors; 380,000 tested, 0.043% active; AID 602233; further: potency means the concentration at half of the fitted maximal effect; on the % scale 0 is the no-effect control and ±100 the full control effect; nearly all actives have a fitted effect of over 60% in size
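Recombinant glycosomal PGK reaction used 1,3-bisphosphoglycerate generated in-well by GAPDH (100nM final) in 100mM TEA pH 7.6, 5mM MgCl2, 0.01% Tween-20. After 60 minutes at room temperature, ATP was read by Kinase-Glo Plus luminescence end-point.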
PI4K2A inh = inhibitors of human PI4K2A; activity change, negative = inhibition, % at 76.9 µM; 420,000 tested, 0.13% active; Q9BTU6; purified PI4K2A, ADP-Glo luminescence, 1 h; hits give low values; in the data active means activity change below about -50%; inconclusive means mostly about -30% to -49%;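 further: -100% = wells without enzyme as full effect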
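In this quantitative HTS, ADP production by PI4K2A was quantified luminescently after 1 h at ambient temperature; 100 microM adenosine served as plate-quality control.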
POLH inh = inhibitors of human DNA polymerase eta. Q9Y253. recombinant Pol eta, fluorescent DNA replication assay. Potency, µM (top dose mostly 114 µM), without a hit: at the highest dose activity change, negative = inhibition, most hits filed as inhibitors. 390,000 tested, 1.2% active. AID 588591; further: potency means the concentration at half of the fitted maximal effect; on the % scale 0 is the no-effect control and ±100 the full control effect
Target sequence (Q9Y253 whole entry, looked up): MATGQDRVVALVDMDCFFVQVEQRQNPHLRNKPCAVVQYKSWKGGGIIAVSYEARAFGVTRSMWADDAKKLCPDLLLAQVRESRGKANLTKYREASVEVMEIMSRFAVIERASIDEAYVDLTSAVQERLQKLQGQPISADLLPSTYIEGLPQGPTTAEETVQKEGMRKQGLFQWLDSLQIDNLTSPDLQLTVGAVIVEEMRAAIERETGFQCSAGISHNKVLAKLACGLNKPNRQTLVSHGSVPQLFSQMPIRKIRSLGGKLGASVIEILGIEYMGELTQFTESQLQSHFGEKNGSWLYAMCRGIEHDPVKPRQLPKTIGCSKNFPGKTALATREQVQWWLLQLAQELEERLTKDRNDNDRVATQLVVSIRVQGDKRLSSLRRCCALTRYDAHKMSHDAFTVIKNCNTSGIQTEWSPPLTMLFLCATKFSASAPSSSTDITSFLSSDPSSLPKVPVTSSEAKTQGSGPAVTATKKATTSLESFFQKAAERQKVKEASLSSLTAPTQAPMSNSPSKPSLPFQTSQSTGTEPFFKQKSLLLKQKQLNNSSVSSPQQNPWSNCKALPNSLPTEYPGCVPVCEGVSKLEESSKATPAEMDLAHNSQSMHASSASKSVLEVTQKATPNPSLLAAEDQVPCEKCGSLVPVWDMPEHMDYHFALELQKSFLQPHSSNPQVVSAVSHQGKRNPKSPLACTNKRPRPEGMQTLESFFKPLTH
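Fluorescent replication assay: 50 nM final substrate added after a 15 min room-temperature compound preincubation with 10 nM enzyme. Signal taken at 0 min and again at 10 min.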
HP1b binding inh = blocks HP1-beta chromodomain binding to methylated histone tails; P83916; AlphaScreen HP1-beta / biotin-H3K9me3 peptide binding; Potency, µM (titrated, usually from 114 µM), inactives show at the highest dose activity change, negative = inhibition, most hits filed as inhibitors; 390,000 tested, 0.56% active; AID 540317; further: potency means the concentration at half of the fitted maximal effect; nearly all actives have a fitted effect of over 70% in size; inactives centre near 23
Target sequence (P83916 whole entry, looked up): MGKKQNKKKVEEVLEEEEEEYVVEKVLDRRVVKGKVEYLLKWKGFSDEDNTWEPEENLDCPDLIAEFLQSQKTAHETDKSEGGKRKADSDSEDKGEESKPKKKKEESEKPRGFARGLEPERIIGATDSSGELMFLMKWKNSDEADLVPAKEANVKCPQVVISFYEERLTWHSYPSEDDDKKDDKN
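HP1-beta protein (50 nM final) preincubated 30 min at room temperature with biotinylated H3(1-18)K9me3 peptide (50 nM) in PBS pH 7.4, 0.01% Tween-20, then compound added for 30 min. AlphaScreen streptavidin donor/nickel chelate acceptor beads (10 ug/mL final), 30 min dark, luminescence read.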
Pin1 inh = inhibitors of human Pin1 | Pin1 FP peptide displacement, HiFluor488, 10 min | Potency, µM (titrated, usually from 115 µM), for the others: at the top dose activity, negative = inhibition, usual class: inhibitors | 390,000 tested, 0.009% active | AID 504891; active means well fitted inhibition curve with a large enough effect in the polarisation, with a control signal flat, not every such curve was filed as active; inconclusive means small, poorly fitted or top-dose-only effect, or effect the other way, or a change in a side signal; inactive means no such curve, though single readings can be large or run the other way; the % refers to the polarisation; further: potency means the concentration at half of the fitted maximal effect; on the % scale 0 is the no-effect control and ±100 the full control effect
Target sequence (Q13526 whole entry, looked up): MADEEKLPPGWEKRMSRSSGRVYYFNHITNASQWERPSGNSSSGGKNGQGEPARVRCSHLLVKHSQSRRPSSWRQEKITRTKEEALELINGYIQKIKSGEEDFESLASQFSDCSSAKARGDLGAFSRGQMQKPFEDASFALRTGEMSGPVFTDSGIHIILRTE
* hit, by the source's call; i = inactive; ? = inconclusive; / = not tested or not shown; [ ] = dose if it differs, or a comment. Unless noted, the call rests on the fitted dose curve; in most records, active means well fitted curve in the direction sought with a large enough effect; inconclusive means small, poorly fitted or top-dose-only effect, or another doubt; inactive means no such curve, though single readings can be large; an effect the other way counts as inactive or inconclusive. A portion of the library; count on the stated rates, not on these rows.

The line under a structure holds: GLS inh	BAZ2B block	G9a block	JMJD2A Tudor	PGK inhibitor	PI4K2A inh	POLH inh	HP1b binding inh	Pin1 inh
> O=C(Nc1ccc(F)cc1F)C1CCN(S(=O)(=O)c2cccnc2)CC1
 : 10%	-3%	/	-4%	2%	-1	4%	42%[activator]	5%
> COC(=O)C(NC(C)=O)(Nc1ccc(Br)cc1)C(=O)OC
 : -4%	11%	-15%	-4%	-6%[11.5 µM]	2	7%	26%	-4%
> CC(C)NC(=O)CSc1c2c(nc3ccccc13)CCCC2
 : -2%	-5%	-30%	-7%	-4%	-2	-13%	41%[activator]	3%
> O=C(c1ccccc1)N1CCC(O)(c2cccnc2)CC1
 : -1%	-3%	-14%[59 µM]	-17%	-8%	-3	1%	21%	-1%
> CCNC(=S)NNc1nc(N2CCCCC2)nc(N2CCOCC2)n1
 : 16%	/	?	-8%	-5%	0	-12%	-6%	-3%
> COc1ccc(NC(=O)c2oc3ccccc3c2NC(=O)c2cc3ccccc3o2)cc1
 : -15%	-19%	3%[59 µM]	-1%	-5%	-5	-21%	40%[activator]	-2%
> CCOC(=O)C(NC(=O)c1ccc(Cl)cc1Cl)(Nc1ccc(C)cc1)C(F)(F)F (stereo not given)
 : -6%	15%	-15%[0.0925 µM]	-4%	-7%	-1	-21%	52%[activator]	0%
> COc1ccc(S(=O)(=O)N2CCCCC2)cc1NC(=O)Cc1cccs1
 : 13%	8%	3%[59 µM]	-3%	-1%	-2	-6%	35%	9%
> N#C/C(=C\c1ccc(N2CCCC2)c([N+](=O)[O-])c1)c1nc2ccccc2[nH]1
 : /	?	/	-1%	1%	5	11%	16%	10%
> COc1ccc(OC(=O)c2cc(S(=O)(=O)N3CCCC3)ccc2Cl)cc1
 : 16%	13%	10%[59 µM]	8%	-9%	2	-4%	30%	2%
> CCCCN(CCCC)CCCNC(=O)C1CC(c2ccc(C(F)(F)F)cc2)=NO1 (stereo not given)
 : -1%	7%	-5%[59 µM]	-12%	i	-2	-12%	31%	5%
> Cc1ccc(C(=O)NCCCNC(=O)Cc2ccc(Cl)cc2)cn1
 : -5%	-6%	-19%	-6%	-8%	-6	-4%	33%	0%
> COc1ccc(C(=O)NCC(=O)N/N=C(C)\C=C\c2ccccc2)cc1OC
 : 0%	-10%	13%[12.7 µM]	-14%	-9%	-4	-18%	23%	-1%
> CC(C)CC(NC(=O)CC12CC3CC(CC(C3)C1)C2)C(=O)NC1=NCCS1 (stereo not given)
 : -6%	5%	/	22µM*	5%	-5	-21%	4%	5%
> Cc1ccccc1CN(C)CC(=O)Nc1c(C)cccc1C(C)C
 : -1%	17%	0%	-4%	-10%	2	-9%	64%[activator]	1%
> Cc1[nH]c2ccccc2c1NC(=O)CN1CCN(c2cccc(C(F)(F)F)c2)CC1
 : 14%	50µM*	?	?	-4%	-10	?	-26%	-2%
> CC[n+]1c(P(=O)([O-])c2ccccc2)[nH]c2ccccc21
 : -4%	11%[57.1 µM]	5%	?	-9%	-1	-11%	14%	-3%
> CSCC[C@@H](C(=O)NCc1cccs1)N1Cc2ccccc2C1=O
 : -4%	-9%	50µM*	-23%	-1%	10	-7%	8%	-3%
> COCC(=O)Nc1ccc(N2CCOCC2)c(S(=O)(=O)Nc2ccc(OC)cc2)c1
 : 18%	/	/	-3%	7%	1	-16%	9%	2%
> NNC(=O)C=C1CCN(c2ncc(C(F)(F)F)cc2Cl)CC1
 : 22%	0%	?	-34%	i	1	-10%	45%[activator]	2%
> CCOc1ccc(C2=NC(c3cccs3)=Nc3ccc(CC)cc3N2)cc1OCC
 : 4%	10µM*	10µM*	25µM*	i	2	-23%	?	-16%
> S=C(CN1CCCC1=S)N1CCOCC1
 : -2%	/	/	-1%	-5%	-7	0%	29%	1%
> Cc1cc(S(=O)(=O)N2CCOCC2)ccc1OCC(=O)N1CCCCC1
 : -10%	-8%	-23%	-18%	-6%	-2	-5%	31%	0%
> Cc1ccccc1C(=O)Nc1nc(SCc2ccc(Cl)cc2)n[nH]1
 : -7%	2%	/	6%	-5%	-1	-18%	28%	-1%
> CC1CCN(S(=O)(=O)c2ccc3c(c2)N(CC(=O)NCCN2C(C)CCCC2C)C(=O)CS3)CC1 (stereo not given)
 : 2%	-6%	/	-6%	7%	-3	-1%	14%	-1%
> NC(=O)C1(N2CCCCC2)CCN(S(=O)(=O)c2cc(Cl)ccc2Cl)CC1
 : 3%	6%	-3%	-21%	-6%	-4	-13%	0%	2%
> COc1ccccc1CNC(=O)CCc1c(C)nc2c(c(C)nn2-c2ccc(C)c(C)c2)c1C
 : 3%	-1%	-1%[59 µM]	-14%	2%	5	-1%	28%	4%
> Cc1cc(Cl)c(S(=O)(=O)N2CCN(c3ccccn3)CC2)cc1OCC(=O)NC1CCCCC1
 : -6%	-9%	11%[12.7 µM]	-28%	i	-3	-8%	24%	19%
> O=C(COc1ncnc2ccccc12)NCCCN1CCCC1=O
 : 4%	3%	-5%[12.7 µM]	-17%	-5%	0	-10%	2%	-5%
> COc1ccc(-c2noc(CN(C)C(=O)c3ccc4c(c3)OCO4)n2)cc1OC
 : 0%	2%	-2%	-16%	-6%	-2	-14%	33%	-1%
> O=C(CN1C(=O)/C(=C\c2ccccc2Cl)Oc2ccccc21)NCc1cccnc1
 : 0%	-24%	2%[59 µM]	-16%	3%	-12	-30%	21%	-1%
> COc1ccc(S(=O)(=O)n2cnc(C)c2)cc1
 : -1%	-14%	8%	3%	-4%	5	-8%	43%[activator]	-1%
> CC(C)(C)N1CC(OC(N)=O)C1
 : -5%	2%	18%[12.7 µM]	8%	-4%	0	-14%	56%[activator]	-6%
> CCOC(=O)c1c(-c2ccccc2)csc1NC(=O)CCN1C(=O)c2ccccc2C1=O
 : -3%	-1%	10%[59 µM]	-6%	i	-1	-16%	19%	0%
> O=C(c1ccco1)N1N=C(c2ccc3nccnc3c2)CC1c1ccccc1 (stereo not given)
 : 12%	-35%	?	-12%	-4%	-1	4%	32%	4%
> O=C(c1cccc(Br)c1)c1coc2ccc(O)cc12
 : 8%	-1%	6%[12.7 µM]	-17%	-1%	-3	-1%	27%	-2%
> COc1ccc(Nc2nc(-c3cccs3)nc3ccccc23)cc1
 : 13%	4%	1%[59 µM]	2%	-3%	9	?	48%[activator]	6%
> O=C(CCSc1ccc(Cl)cc1)c1ccco1
 : 5%	9%	-3%[2.33 µM]	27%	/	-4	-5%	66%[activator]	4%
> Cc1ccc(Nc2ncc3c(n2)CC(C)(C)CC3=O)cc1
 : -6%	1%	-6%	-2%	-15%	0	-21%	45%[activator]	0%
> Cc1nn(Cc2ccccc2Cl)c(C)c1NC(=O)C1C2CCC(O2)C1C(=O)O (stereo not given)
 : 9%	-4%	-4%[12.7 µM]	?	-7%	-3	-16%	19%	-4%
> CC1(C)C(=O)Nc2ccccc2N1C(=O)COc1ncnc2c(Cl)cc(Cl)cc12
 : 2%	-3%	-34%	-10%	-9%	0	-21%	14%	1%
> CCCNC(=O)COc1cccc(C(=O)NCc2ccccc2)c1
 : -2%	2%	19%[59 µM]	-10%	2%	-2	-2%	37%	-2%
> O=C(Nc1cccc([N+](=O)[O-])c1)c1[nH]ncc1Cl
 : 6%	-2%	-1%[59 µM]	-20%	2%	-9	?	15%	-10%
> COc1ccc(C(CNC(=O)CNC(=O)c2cccc(C)c2)N2CCOCC2)cc1 (stereo not given)
 : 6%	9%	7%[59 µM]	-12%	-4%	-3	0%	17%	1%
> CC(C)(C)c1ccc2c(c1)OC(C(=O)N/N=C\c1ccccn1)CO2 (stereo not given)
 : -10%	2%	3%[59 µM]	-10%	-3%	-6	-16%	33%	?
> N/C(=N\NC(=O)c1ccccc1)c1cc2ccccc2oc1=O
 : 35%[activator]	-15%	-32%	?	/	0	6%	6%	-6%
> O=C(NCc1cccc(F)c1)c1ccccc1NC(=O)c1nsc2ccccc12
 : 3%	8%	16%[59 µM]	-14%	-11%	-4	-11%	11%[57 µM]	?
> C[C@H]1Cn2cnc(C(=O)NCc3ccc(CNC(=O)OC(C)(C)C)cc3)c2C(=O)N1
 : -4%	/	/	/	-3%	15	1%	/	/
> COCCc1nc2ccc(C(=O)N(C)Cc3cccc(-n4nc(C)cc4C)c3)cc2o1
 : 4%	-2%	?	-6%	-8%	-5	-14%	11%	-2%
> COc1ccc(C(=O)N2CCC(c3nc4ccccc4o3)CC2)cc1
 : 9%	-9%	-3%[59 µM]	-9%	3%	0	-14%	20%	2%
> CCS(=O)(=O)c1ccc(O)c(NC(=O)c2cc(-c3ccccn3)nc3ccccc23)c1
 : 1%	/	/	-34%	-3%	-1	?	8%	0%
> COc1cccc(CNC(=O)CCCn2nc(C)c3sc4ccccc4c3c2=O)c1
 : -15%	1%	-34%[59 µM]	-5%	4%	-2	-17%	55%[activator]	24%
> Cc1ccc(NC(=O)Nc2cccn(Cc3c(F)cccc3Cl)c2=O)cc1
 : 7%	?	/	-15%	i	-7	-14%	39%	2%
> Cc1cc(C)n(C(=O)CNC(=O)c2ccc3c(c2)OCCO3)n1
 : -1%	-5%	-4%[59 µM]	-5%	-5%	6	-14%	23%	-11%
> COc1ccc(C(=O)NCC(=O)N2CCNC(=O)C2)cc1OC
 : 4%	9%	-5%	-12%	3%	-3	2%	16%	0%
> NC(=O)Nc1ccc2c(c1)OCCO2
 : 9%	-4%	16%[59 µM]	-4%	-2%	7	3%	12%	3%
